Screening results as filed in PubChem.
V-ATPase pH – regulators of yeast V-ATPase proton transport | S. cerevisiae, pHLuorin cytosolic pH fluorescence | 350,000 tested, 0.37% active | AID 504577 | response, % at 10 µM; in the data active means response mostly above about 7.3%, no sharp cut-off; inactive means mostly below about 5.4%; further: actives read high; inactives centre near 0; some compounds called inactive have numbers as strong as hits; reference of the scale not given here
Wnt act – Wnt/beta-catenin pathway activation; Wnt/beta-catenin reporter cell assay, activator, plate reader; activation, % at 9.35 µM; 300,000 tested, 1.2% active; in the data active means activation above about 30%, passing the limit was not always enough;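 further: 0% = neutral control wells and 100% = positive control wells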
CAL PDZ FP-1 – CAL PDZ (human) peptide binding inhibition; purified CAL PDZ, TMR-peptide fluorescence polarization, 1 h; Q9HD26; 300,000 tested, 0.92% active; inhibition, % at 24.9 µM; AID 602252;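 active means mean inhibition of at least 30% with at least half of replicates also reaching 30%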;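 further: 0% = DMSO neutral control and 100% = excess unlabeled competitor peptide PRC23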
dFosB act – mouse delta FosB homodimer activation; 340,000 tested, 0.99% active; activation, % at 25 µM; purified delta FosB, TAMRA-CDK5 oligo fluorescence polarization; percent of positive-control signal above neutral wells; AID 493131;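 active means mean activation above about 17%, with every replicate also reaching it, limit read from the data, passing the limit was not always enough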;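 further: fluorescence polarization rise as delta FosB binds a TAMRA Cdk5 AP-1 oligo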
Target sequence (P13346 whole entry, looked up): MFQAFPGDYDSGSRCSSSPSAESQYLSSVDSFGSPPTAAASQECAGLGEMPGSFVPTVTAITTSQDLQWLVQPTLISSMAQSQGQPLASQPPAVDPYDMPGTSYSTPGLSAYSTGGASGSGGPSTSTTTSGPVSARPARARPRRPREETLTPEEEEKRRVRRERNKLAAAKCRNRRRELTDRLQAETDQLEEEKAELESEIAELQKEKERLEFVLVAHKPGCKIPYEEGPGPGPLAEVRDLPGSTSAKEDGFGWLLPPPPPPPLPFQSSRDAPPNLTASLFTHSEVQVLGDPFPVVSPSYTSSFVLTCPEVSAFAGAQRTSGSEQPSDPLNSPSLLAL
CDK5 p35 inh – CDK5/p35 (human) kinase inhibition | Q00535+Q15078 | Recombinant CDK5/p35, ADP-Glo luminescence, 60 min | inhibition, % at 10 µM | AID 488839 | 330,000 tested, 0.01% active;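 active means highest replicate inhibition of at least 50% and at least 75% of replicates reaching 50%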;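 further: plate controls were DMSO neutral control for no effect and GW8510 at 10 µM for full effect; many of its hits are not listed in these tables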
Target sequence (Q00535 whole entry, looked up): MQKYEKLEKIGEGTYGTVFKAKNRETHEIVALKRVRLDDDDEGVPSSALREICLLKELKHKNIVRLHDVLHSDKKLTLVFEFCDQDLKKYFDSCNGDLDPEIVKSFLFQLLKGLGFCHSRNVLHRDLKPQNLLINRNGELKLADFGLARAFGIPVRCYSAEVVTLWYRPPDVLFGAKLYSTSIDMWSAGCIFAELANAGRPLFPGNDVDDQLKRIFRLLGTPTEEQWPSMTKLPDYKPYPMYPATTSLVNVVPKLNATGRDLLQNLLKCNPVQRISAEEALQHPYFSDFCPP
Target sequence (Q15078 whole entry, looked up): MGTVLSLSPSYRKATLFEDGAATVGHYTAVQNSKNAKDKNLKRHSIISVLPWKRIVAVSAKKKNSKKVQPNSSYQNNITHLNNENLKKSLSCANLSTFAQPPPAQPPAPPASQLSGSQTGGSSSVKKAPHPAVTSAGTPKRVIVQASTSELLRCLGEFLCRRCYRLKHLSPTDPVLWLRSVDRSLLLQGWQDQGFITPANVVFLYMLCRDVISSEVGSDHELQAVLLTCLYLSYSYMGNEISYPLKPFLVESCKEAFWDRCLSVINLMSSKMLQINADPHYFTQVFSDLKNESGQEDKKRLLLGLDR
RTF Ca sens act – increases calcium sensitivity of human cardiac regulated thin filaments; activation, % at 7.2 µM; 340,000 tested, 0.24% active; P19429+P45379; IANBD-labeled TnC RTF fluorescence at EC20 calcium; 0% EC20 calcium, 100% full calcium;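 active means activation above the mean over all tested compounds plus 3 SD, cut at about 30% in these data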;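 further: rise in fluorescence read as greater calcium sensitivity of cardiac thin filaments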
CAL PDZ FP-2 – blocks peptide binding to human CAL PDZ domain. Q9HD26. inhibition, % at 20 µM. 330,000 tested, 0.02% active. purified CAL PDZ, TMR-peptide fluorescence polarization, 1 h. AID 504414;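 active means highest replicate inhibition of at least 40%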;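 further: plate controls were DMSO neutral control wells for no effect and unlabeled competitor peptide control wells for full effect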
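Material: tagged CAL PDZ domain; buffer or medium: 25 mM sodium phosphate pH 7.4, 150 mM NaCl, TCEP, IgG, Thesit; compound dosing: single point, 20 µM; schedule: 1 h incubation at room temperature before polarization reading; measured by: FP readout, S and P plane fluorescence; read-out basis: percent inhibition from loss of millipolarization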
Rtt109 HAT inh – inhibitors of Candida albicans Rtt109/Vps75 histone acetyltransferase | inhibition, % at 34.9 µM | 330,000 tested, 0.16% active | AID 540336 | purified Rtt109/Vps75, ThioGlo CoA-SH fluorescence, 4 h;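 active means inhibition of at least 50% in every replicate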
Tat export inh – blocks Tat-dependent protein export in E. coli | E. coli MC4100 TorA-mCherry Tat export, fluorescence | inhibition, % at 10 µM | 340,000 tested, 0.036% active | AID 488895;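 active means mean replicate inhibition at least 50% and at least half of replicates individually reaching 50%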;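 further: exported cargo escapes ClpAP degradation while cytoplasmic cargo is degraded and loses fluorescence; 0% = median of neutral control wells and 100% = median of NaSCN control wells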
MITF TRPM1 HTS – MITF TRPM1 promoter activation in melanoma cells; SK-MEL-5 TRPM1-promoter luciferase, 24 h; % of positive control, neutral wells = 0; activation, % at 12.5 µM; 300,000 tested, 0.75% active;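 active means mean activation of at least 80% with every replicate also reaching 80%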;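 further: 0% = neutral control wells and 100% = parthenolide positive control wells; values of inactives mirror those of a sister screen read the other way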
* marks the source's active call; other numbers are inactive results.

Results for O=C(Cn1nc(-c2ccccc2)ccc1=O)Nc1ccc(N2CCN(C(=O)c3ccccc3)CC2)cc1 ?
V-ATPase pH: -1; CAL PDZ FP-1: -4; dFosB act: 3; CDK5 p35 inh: -0.5; RTF Ca sens act: 1; CAL PDZ FP-2: -0.5; Rtt109 HAT inh: 3; Tat export inh: 6; MITF TRPM1 HTS: -17

How did COc1ccc(OC(C)C(=O)Nc2cccc(OC)c2)cc1 (configuration not stated) do in these assays?
V-ATPase pH: 7; CAL PDZ FP-1: -8; dFosB act: -9; CDK5 p35 inh: -0.8; RTF Ca sens act: 24; CAL PDZ FP-2: -4.7; Rtt109 HAT inh: -1; Tat export inh: -2; MITF TRPM1 HTS: 0

How did COC(=O)c1nc(NC(=O)c2cc(OC)c(OC)c(OC)c2)n[nH]1 do in these assays?
V-ATPase pH: 0; Wnt act: -2; CAL PDZ FP-1: 0; dFosB act: -5; CDK5 p35 inh: 2.5; RTF Ca sens act: 1; CAL PDZ FP-2: -3.9; Rtt109 HAT inh: -4; Tat export inh: 21; MITF TRPM1 HTS: 8

Results for Cc1ccc(-n2c(-c3ccc(Cl)cc3Cl)n[nH]c2=S)cc1 ?
V-ATPase pH: 2; Wnt act: 0; CAL PDZ FP-1: 20; dFosB act: -13; CDK5 p35 inh: 1.5; RTF Ca sens act: -6; CAL PDZ FP-2: -0.8; Rtt109 HAT inh: 12; Tat export inh: -9; MITF TRPM1 HTS: 13

How did O=C(O)CCCCCNS(=O)(=O)c1cccc2nsnc12 do in these assays?
V-ATPase pH: -4; Wnt act: -4; CAL PDZ FP-1: -2; dFosB act: -4; CDK5 p35 inh: -0.9; RTF Ca sens act: 4; CAL PDZ FP-2: -3.0; Rtt109 HAT inh: -6; Tat export inh: 1

Results for Cc1cccc(N2CCN(C(c3ccccc3)c3nnnn3CC3CCCO3)CC2)c1C (configuration not stated) ?
V-ATPase pH: 2; Wnt act: 0; CAL PDZ FP-1: 0; dFosB act: -15; CDK5 p35 inh: 0.0; RTF Ca sens act: -1; Rtt109 HAT inh: 8; Tat export inh: 7; MITF TRPM1 HTS: -7

Results for CC(C)C(c1nnnn1Cc1ccc2c(c1)OCO2)N1CCN(c2ccccc2)CC1 (configuration not stated) ?
V-ATPase pH: 0; CAL PDZ FP-1: -3; dFosB act: -2; CDK5 p35 inh: -0.2; RTF Ca sens act: -3; CAL PDZ FP-2: -2.4; Rtt109 HAT inh: -2; Tat export inh: 4

What do the screens show for `C[C@H](NC(=O)c1nc[nH]c1C(=O)N[C@@H](Cc1ccccc1)C(=O)OC(C)(C)C)C(=O)OCc1ccccc1`?
V-ATPase pH: 3; Wnt act: -3; CAL PDZ FP-1: -3; dFosB act: -5; CDK5 p35 inh: -0.3; RTF Ca sens act: 0; CAL PDZ FP-2: -0.2; Rtt109 HAT inh: 3; Tat export inh: 16; MITF TRPM1 HTS: -14

What do the screens show for `COc1ccc(C(=S)N2CCC(C(N)=O)CC2)cc1Br`?
V-ATPase pH: -1; Wnt act: -1; CAL PDZ FP-1: 4; dFosB act: 2; CDK5 p35 inh: -0.3; RTF Ca sens act: -4; CAL PDZ FP-2: -1.1; Tat export inh: -3; MITF TRPM1 HTS: 13

How did COc1ccc(CCNC(=O)CSc2nc(-c3ccco3)cc(C(F)(F)F)n2)cc1OC do in these assays?
V-ATPase pH: -1; Wnt act: -1; CAL PDZ FP-1: -2; dFosB act: -2; CDK5 p35 inh: -0.1; RTF Ca sens act: 5; CAL PDZ FP-2: -2.8; Rtt109 HAT inh: 3; Tat export inh: -6; MITF TRPM1 HTS: -1

What do the screens show for `COc1ccc(OCc2nn3c(-c4ccco4)nnc3s2)cc1`?
V-ATPase pH: -7; dFosB act: 1; CDK5 p35 inh: 0.1; RTF Ca sens act: -6; CAL PDZ FP-2: -2.7; Rtt109 HAT inh: 2; Tat export inh: 1; MITF TRPM1 HTS: 11

Results for CC(=O)Nc1ccc(/C=N/OCC(=O)Nc2ccc(C)cc2)cc1 ?
V-ATPase pH: 3; CAL PDZ FP-1: 0; dFosB act: 3; CDK5 p35 inh: -0.1; RTF Ca sens act: 0; CAL PDZ FP-2: -2.2; Rtt109 HAT inh: -1; Tat export inh: 4; MITF TRPM1 HTS: 40

Results for COc1ccc(C(=O)N(CCCO)C(C)C(=O)NC2CCCCC2)cc1OC (configuration not stated) ?
V-ATPase pH: -2; dFosB act: -10; CDK5 p35 inh: 1.9; RTF Ca sens act: -2; CAL PDZ FP-2: -1.2; Rtt109 HAT inh: -8; Tat export inh: -2; MITF TRPM1 HTS: -5

How did CC(=O)N1CCN(c2nc3ccc(Br)cc3s2)CC1 do in these assays?
V-ATPase pH: -5; Wnt act: 23; CAL PDZ FP-1: 0; dFosB act: -4; CDK5 p35 inh: 0.5; RTF Ca sens act: -2; CAL PDZ FP-2: -2.2; Rtt109 HAT inh: 7; Tat export inh: -2; MITF TRPM1 HTS: 79

Results for CCOc1cc(C(=O)Nc2ccncc2)cc(OCC)c1OCC ?
V-ATPase pH: -2; Wnt act: -7; CAL PDZ FP-1: 0; dFosB act: -7; CDK5 p35 inh: 0.5; RTF Ca sens act: 1; CAL PDZ FP-2: -1.5; Rtt109 HAT inh: -2; Tat export inh: -4; MITF TRPM1 HTS: -12

Results for C#CC(C)(O)C1CC(CC(=O)O)C1(C)C (configuration not stated) ?
V-ATPase pH: 2; dFosB act: 1; CDK5 p35 inh: -0.9; RTF Ca sens act: -4; CAL PDZ FP-2: -0.5; Rtt109 HAT inh: 3; Tat export inh: -2; MITF TRPM1 HTS: -4

Results for Cc1ccc(N2NC(=O)/C(=C\c3cc4c(cc3[N+](=O)[O-])OCO4)C2=O)cc1C ?
V-ATPase pH: -4; CAL PDZ FP-1: -3; dFosB act: -10; CDK5 p35 inh: -0.7; RTF Ca sens act: 1; CAL PDZ FP-2: -0.1; Rtt109 HAT inh: 7; Tat export inh: -14; MITF TRPM1 HTS: -5

What do the screens show for `CC1(C(O)(C#CC[N+]2(C)CCCCC2)c2ccccc2)CCCC1` (configuration not stated)?
V-ATPase pH: -2; Wnt act: 1; CAL PDZ FP-1: -11; dFosB act: 6; CDK5 p35 inh: 3.7; RTF Ca sens act: -1; Rtt109 HAT inh: 14; Tat export inh: -3; MITF TRPM1 HTS: -4

Results for CCOc1cccc(-c2nnc3sc(-c4ccco4)nn23)c1 ?
V-ATPase pH: 5; Wnt act: 2; CAL PDZ FP-1: -1; dFosB act: -14; CDK5 p35 inh: -1.0; RTF Ca sens act: 2; CAL PDZ FP-2: -1.0; Rtt109 HAT inh: 11; Tat export inh: 2

What do the screens show for `CC(=O)NC(Cc1c[nH]c2ccccc12)C(=O)NCCc1ccccn1` (configuration not stated)?
V-ATPase pH: -2; Wnt act: 1; CAL PDZ FP-1: 3; dFosB act: 1; CDK5 p35 inh: -0.9; RTF Ca sens act: 3; CAL PDZ FP-2: -2.4; Rtt109 HAT inh: 7; Tat export inh: 2; MITF TRPM1 HTS: -4

Results for O=C(NCCCn1ccnc1)C(=O)c1c[nH]c2ccccc12 ?
V-ATPase pH: 3; Wnt act: -2; CAL PDZ FP-1: -5; dFosB act: -1; CDK5 p35 inh: -0.3; RTF Ca sens act: -3; CAL PDZ FP-2: -1.3; Rtt109 HAT inh: 0; Tat export inh: -3; MITF TRPM1 HTS: -12

What do the screens show for `CC(=O)CC[N+](C)(C)C`?
V-ATPase pH: 1; Wnt act: -3; CAL PDZ FP-1: -5; dFosB act: 5; CDK5 p35 inh: 1.4; RTF Ca sens act: -5; CAL PDZ FP-2: -0.2; Rtt109 HAT inh: -6; Tat export inh: -15; MITF TRPM1 HTS: 9

How did COC(=O)c1ccc(/C=C/C(=O)c2ccc(OC)c(OC)c2)cc1 do in these assays?
CAL PDZ FP-1: -12; dFosB act: -2; CDK5 p35 inh: -0.9; RTF Ca sens act: 6; CAL PDZ FP-2: -1.3; Rtt109 HAT inh: 2; Tat export inh: 7; MITF TRPM1 HTS: 1

Results for CCCC(=O)Nc1ccc(C(=O)NNC(=O)c2ccccc2Br)cc1 ?
V-ATPase pH: -3; CAL PDZ FP-1: -1; dFosB act: -1; CDK5 p35 inh: 0.6; RTF Ca sens act: 4; Rtt109 HAT inh: -2; Tat export inh: 7; MITF TRPM1 HTS: 14

What do the screens show for `Cc1ccc(CNC(=O)c2nnn(CC(=O)Nc3cc(C)cc(C)c3)c2N)cc1`?
V-ATPase pH: -2; Wnt act: -2; CAL PDZ FP-1: 2; dFosB act: 88*; CDK5 p35 inh: -4.8; RTF Ca sens act: 0; CAL PDZ FP-2: -2.3; Rtt109 HAT inh: -7; Tat export inh: -2; MITF TRPM1 HTS: 2

What do the screens show for `COc1cccc(/C=N/NC(N)=S)c1OS(=O)(=O)c1ccccc1`?
V-ATPase pH: -5; Wnt act: -4; CAL PDZ FP-1: -2; dFosB act: -4; CDK5 p35 inh: 1.1; RTF Ca sens act: 0; CAL PDZ FP-2: 0.7; Rtt109 HAT inh: 0; Tat export inh: -12

What do the screens show for `Cc1cnc(C(=O)OC(C)C(=O)NC2CCCc3ccccc32)cn1` (configuration not stated)?
V-ATPase pH: 3; Wnt act: -1; CAL PDZ FP-1: 12; dFosB act: -1; CDK5 p35 inh: -0.1; RTF Ca sens act: -2; CAL PDZ FP-2: -1.5; Rtt109 HAT inh: 1; Tat export inh: -7; MITF TRPM1 HTS: 5

How did CC1CCN(C(=O)CSc2nnc(N)s2)CC1 do in these assays?
V-ATPase pH: -2; Wnt act: 0; CAL PDZ FP-1: -4; dFosB act: -1; CDK5 p35 inh: 0.9; RTF Ca sens act: -3; CAL PDZ FP-2: -0.3; Rtt109 HAT inh: -5; Tat export inh: 4; MITF TRPM1 HTS: 7

What do the screens show for `C=CCC[C@H](Cc1ccc(F)cc1)C(=O)OC[C@@H](Cc1c[nH]c2ccccc12)NC(=O)[C@@H](CC=C)CC(=O)N[C@H](CO)Cc1ccccc1`?
V-ATPase pH: -4; Wnt act: -8; CAL PDZ FP-1: -1; dFosB act: -13; CDK5 p35 inh: 0.2; RTF Ca sens act: -4; CAL PDZ FP-2: -0.8; Rtt109 HAT inh: -20; Tat export inh: 7; MITF TRPM1 HTS: 0

How did COc1cc2c(cc1OC)C(=O)N1[C@H]3c4cc(C)ccc4OC[C@@H]3[C@H](c3ccccc3)[C@]1(C)C(=O)N2 do in these assays?
V-ATPase pH: -3; Wnt act: -10; CAL PDZ FP-1: 1; dFosB act: -2; CDK5 p35 inh: -1.8; RTF Ca sens act: -4; CAL PDZ FP-2: -1.4; Rtt109 HAT inh: 1; Tat export inh: -9; MITF TRPM1 HTS: -19

What do the screens show for `c1ccn(-c2ncnc3sc4c(c23)CCCC4)c1`?
V-ATPase pH: -7; Wnt act: -11; CAL PDZ FP-1: -2; dFosB act: -7; CDK5 p35 inh: 0.0; RTF Ca sens act: -1; CAL PDZ FP-2: -1.2; Rtt109 HAT inh: 4; Tat export inh: 1; MITF TRPM1 HTS: 11
